Bioassay records: PubChem, several laboratories
Bcl-B Bim block: human Bim-Bcl-B interaction inhibition; bead-based flow cytometry, Bim peptide-Bcl-B binding; inhibition, % at 10 µM; hit rate 0.073% among 190,000; AID 951;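 further: 0% = tracer peptide without compound and 100% = reference inhibitor peptide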
Target sequence (Q9HD36 whole entry, looked up): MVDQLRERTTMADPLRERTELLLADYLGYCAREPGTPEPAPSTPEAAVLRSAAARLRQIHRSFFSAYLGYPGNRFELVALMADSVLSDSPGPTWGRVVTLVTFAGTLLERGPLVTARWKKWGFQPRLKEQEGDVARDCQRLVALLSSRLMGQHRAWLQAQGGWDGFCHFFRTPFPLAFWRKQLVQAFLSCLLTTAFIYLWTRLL
Mcl1 Bid PPI: disrupts binding of human Mcl-1 to Bid peptide; TR-FRET Mcl-1/Bid-Dy647 peptide binding, 1536-well; inhibition, % at 21.7 µM; hit rate 0.97% among 220,000; AID 1021;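 active means compounds that cut the binding signal by more than half at the single screening dose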;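 further: His-tagged Mcl-1 with europium anti-His antibody binding Bid BH3 peptide; 0% = Mcl-1 plus peptide wells and 100% = peptide-only wells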
Bcl-W Bim block: human Bim-Bcl-W interaction inhibition; hit rate 0.02% among 190,000; inhibition, % at 10 µM; bead-based flow cytometry, Bim peptide-Bcl-W binding; AID 952;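 further: 0% = bound tracer without compound and 100% = peptide blocker; higher means less fluorescent Bim peptide bound to Bcl-W beads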
Target sequence (Q92843 whole entry, looked up): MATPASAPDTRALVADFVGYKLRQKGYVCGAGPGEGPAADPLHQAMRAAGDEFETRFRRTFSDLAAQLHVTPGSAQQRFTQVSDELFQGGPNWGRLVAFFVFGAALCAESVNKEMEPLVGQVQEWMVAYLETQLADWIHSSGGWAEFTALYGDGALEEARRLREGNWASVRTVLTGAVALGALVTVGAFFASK
RGS8-Gao reg: human RGS8-Galphao interaction regulation. P09471. multiplexed bead flow cytometry, RGS8-Galphao binding; actives lie on both sides. response (percent of control binding), % at 10 µM. hit rate 0.34% among 220,000; in the data active means response below about 60% or above about 140%; inactive means in between;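 further: Galphao activated as the GDP aluminium fluoride complex binding bead-coupled RGS8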
Target sequence (P09471 whole entry, looked up): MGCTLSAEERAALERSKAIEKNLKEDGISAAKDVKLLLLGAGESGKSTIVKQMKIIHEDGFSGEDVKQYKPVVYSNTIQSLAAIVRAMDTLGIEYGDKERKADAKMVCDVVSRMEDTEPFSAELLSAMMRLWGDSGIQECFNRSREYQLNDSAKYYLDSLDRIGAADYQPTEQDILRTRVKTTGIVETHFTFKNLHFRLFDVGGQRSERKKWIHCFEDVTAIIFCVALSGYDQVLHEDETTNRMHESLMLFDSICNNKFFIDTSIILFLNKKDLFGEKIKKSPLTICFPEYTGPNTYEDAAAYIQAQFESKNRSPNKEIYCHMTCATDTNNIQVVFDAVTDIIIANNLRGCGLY
RGS7-Gao: regulators of human RGS7-Galphao interaction | P09471 | Multiplexed bead flow cytometry, RGS7-Galphao binding; actives lie on both sides | binding response (% of control), % at 10 µM | hit rate 0.35% among 220,000 | AID 1439; in the data active means binding response below about 49% or above about 150%; inconclusive means no clear call, values can overlap the other calls; inactive means in between;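 further: fluorescent Galphao held in activated GDP-AlF4 state binding bead-coupled RGS7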
Bcl-2 Bim block: disrupts Bim peptide binding to human Bcl-2. P10415. Bead-based flow cytometry, Bim peptide-Bcl-2 binding. inhibition, % at 10 µM. hit rate 0.06% among 190,000; in the data active means inhibition above about 40%; inconclusive means no clear call, values can overlap the other calls;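 further: 0% = no compound wells with probe peptide and 100% = reference peptide inhibitor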
Target sequence (P10415 whole entry, looked up): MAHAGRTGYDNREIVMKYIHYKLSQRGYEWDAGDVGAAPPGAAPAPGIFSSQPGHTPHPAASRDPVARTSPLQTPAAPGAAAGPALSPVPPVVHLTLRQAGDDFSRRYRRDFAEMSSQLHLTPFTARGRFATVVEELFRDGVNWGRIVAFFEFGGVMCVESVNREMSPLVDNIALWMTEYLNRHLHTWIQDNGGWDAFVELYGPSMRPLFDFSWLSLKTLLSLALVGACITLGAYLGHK
RGS4-Gao reg: modulates binding of RGS4 to human Galphao | Multiplexed bead flow cytometry; actives lie on both sides | binding response (% of control), % at 10 µM | hit rate 0.33% among 220,000 | P09471 | AID 1415; in the data active means binding response below about 49% or above about 150%; inactive means in between;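 further: fluorescent Galphao activated with aluminum fluoride binding bead-coupled RGS4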
Bim-Mcl-1: human Bim-Mcl-1 interaction inhibition; Q07820; Bead-based flow cytometry, Bim peptide-Mcl-1 binding; inhibition, % at 10 µM; hit rate 0.1% among 190,000;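 further: 0% = no compound tracer wells and 100% = peptide blocker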
Bcl-XL Bim block: human Bim-Bcl-XL interaction inhibition. hit rate 0.04% among 190,000. Bim peptide-Bcl-XL binding, bead flow cytometry, fluorescence. AID 1007. inhibition, % at 10 µM
Bim-Bfl-1: disrupts Bim binding to human Bfl-1; inhibition, % at 10 µM; Bead-based flow cytometry, Bim-Bfl-1 binding inhibition; hit rate 0.12% among 190,000;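 further: 0% = wells without compound plus tracer and 100% = blocker peptide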
GSH bead fluor: GSH bead compound fluorescence profile; GSH beads flow cytometry, compound fluorescence 488/530 nm; hits give high values; fluorescence (KMESF) at 10 µM; hit rate 0.25% among 190,000; AID 1776; in the data active means fluorescence above about 89;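 further: glutathione beads carrying GST-tagged Bcl family fusion proteins plus one bare bead set; values are compound well signal with DMSO vehicle wells as background; inactives centre near 16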
Numbers without * were called inactive; ? = inconclusive. Unless noted, no stated cut-off is given here; in the data, active means inhibition above about 40%.

SMILES | Bcl-B Bim block | Mcl1 Bid PPI | Bcl-W Bim block | RGS8-Gao reg | RGS7-Gao | Bcl-2 Bim block | RGS4-Gao reg | Bim-Mcl-1 | Bcl-XL Bim block | Bim-Bfl-1 | GSH bead fluor
O=C1c2ccccc2-c2onc3ccc(N4CCCC4)c1c23 | 30 | -30 | 63* | 114 | 109 | 46* | 107 | 33 | 63* | 42* | 4
COC(=O)c1cc2occc2n1CC(=O)Nc1cc(OC)cc(OC)c1 | 0 | -21 | 1 | 97 | 99 | -2 | 101 | 0 | 1 | 0 | 12
Cc1cc(C)n(C(=O)CNc2ccc(C)c(C)c2)n1 | -2 | -37 | -5 | 96 | 99 | -7 | 98 | -2 | -4 | 0 | 18
CC(C)CN(C(=O)CSc1nncs1)c1c(N)n(CC(C)C)c(=O)[nH]c1=O | -12 | -4 | -2 | 100 | 103 | -12 | 100 | -7 | -8 | -20 | 23
CCOC(=O)c1c(C)[nH]c(C(=O)NCc2ccco2)c1C | -2 | -49 | 0 | 101 | ? | 0 | 104 | 1 | -1 | -4 | 12
CC(C)CC1NC(=O)N(CC(=O)N2CCN(S(=O)(=O)c3ccccc3)CC2)C1=O (stereo not drawn) | 0 | -54 | 0 | 100 | 96 | -1 | 95 | 0 | -1 | 0 | 8
c1ccc(Nc2nc(-c3cccnc3)cs2)nc1 | 3 | -3 | 0 | 98 | 97 | 0 | 97 | 0 | 2 | 2 | 15
C=CCN(CC=C)S(=O)(=O)c1ccc(C(=O)Nc2nnc(CSC)o2)cc1 | 2 | -42 | 0 | 97 | 96 | 0 | 99 | 0 | 0 | 0 | 70
CSCCC(C(=O)OCC(=O)c1ccc(C)c(C)c1)N1C(=O)c2ccccc2C1=O (stereo not drawn) | -5 | 3 | -3 | 107 | 101 | -1 | 102 | -3 | -5 | -1 | 8
CCn1c(=S)ccc2ccc(OC)cc21 | -11 | -29 | -6 | 97 | 94 | -7 | 96 | -5 | 2 | -8 | 30
Cc1noc(C)c1COc1ccc(C(=O)OCC(=O)NCc2ccccc2Cl)cc1 | -9 | -20 | -11 | 98 | 97 | -4 | 97 | -23 | -13 | -4 | 18
CCN(CC)S(=O)(=O)c1ccc(N2CCOCC2)c(C(=O)O)c1 | -1 | 6 | 0 | 101 | 101 | 1 | 102 | 2 | 0 | -1 | 17
Cc1cc(NC(=O)CN2C(=O)NC(C)(CCc3ccccc3)C2=O)no1 (stereo not drawn) | -5 | -15 | -3 | 98 | 93 | -4 | 95 | -2 | -2 | -6 | 27
Cc1cc(N2C(=O)C3CCC(c4ccccc4)CC3C2=O)no1 (stereo not drawn) | -5 | -14 | -1 | 99 | 103 | 0 | 103 | -2 | 0 | -2 | 18
CN1CCN(C(=O)C(Cc2ccccc2)NS(=O)(=O)c2ccc3c(c2)CCC(=O)N3)CC1 (stereo not drawn) | -4 | -10 | 0 | 111 | 112 | -6 | 106 | -2 | -3 | -11 | 24

Some of these compounds in order of their number in RGS7-Gao, low to high.
SMILES | Bcl-B Bim block | Mcl1 Bid PPI | Bcl-W Bim block | RGS8-Gao reg | RGS7-Gao | Bcl-2 Bim block | RGS4-Gao reg | Bim-Mcl-1 | Bcl-XL Bim block | Bim-Bfl-1 | GSH bead fluor
C=CCN(CC=C)S(=O)(=O)c1ccc(C(=O)Nc2nnc(CSC)o2)cc1 | 2 | -42 | 0 | 97 | 96 | 0 | 99 | 0 | 0 | 0 | 70
c1ccc(Nc2nc(-c3cccnc3)cs2)nc1 | 3 | -3 | 0 | 98 | 97 | 0 | 97 | 0 | 2 | 2 | 15
Cc1cc(N2C(=O)C3CCC(c4ccccc4)CC3C2=O)no1 (stereo not drawn) | -5 | -14 | -1 | 99 | 103 | 0 | 103 | -2 | 0 | -2 | 18

(cont.)
SMILES | Bcl-B Bim block | Mcl1 Bid PPI | Bcl-W Bim block | RGS8-Gao reg | RGS7-Gao | Bcl-2 Bim block | RGS4-Gao reg | Bim-Mcl-1 | Bcl-XL Bim block | Bim-Bfl-1 | GSH bead fluor
O=C(OCC1O[C@@H](OC(=O)c2cc(O)c(O)c(O)c2)[C@@H](OC(=O)c2cc(O)c(O)c(O)c2)[C@@H](OC(=O)c2cc(O)c(O)c(O)c2)[C@@H]1OC(=O)c1cc(O)c(O)c(O)c1)c1cc(O)c(O)c(O)c1 (stereo partly drawn) | -2 | -24 | 9 | 47* | 20* | 8 | 1.4* | 9 | 7 | 6 | 9
C/C(=N\NC(=O)CNC(=O)c1ccc2c(c1)OCO2)c1ccco1 | -7 | -20 | 0 | 91 | 92 | -1 | 90 | 0 | -4 | 2 | 4
Cc1c(CN2CCc3c([nH]c4ccccc34)C2CC(C)C)cnn1C (stereo not drawn) | -4 | -24 | -1 | 103 | 99 | -2 | 101 | -3 | -3 | -7 | 9
CC(=O)OC(C#CCN1CCOCC1)c1ccccc1 (stereo not drawn) | -2 | -3 | 2 | 97 | 94 | -3 | 97 | 8 | -2 | -4 | 10
CCN1C(=O)CC(N2CCOCC2)C1=O (stereo not drawn) | 0 | 0 | -1 | 81 | 79 | -1 | 65 | -3 | 0 | -1 | 32
Oc1c(Br)cc2oc3c(c2c1CNCc1ccccc1)CCCC3 | -8 | 8 | 1 | 102 | 93 | -6 | 94 | -1 | 3 | -4 | 29
CCOc1ccc(-c2cn(S(=O)(=O)c3cccc4nsnc34)nc2N)cc1 | -3 | 5 | -1 | 113 | 104 | -10 | 105 | -3 | -8 | -15 | 33
O=C1c2ccccc2-c2c1cccc2C(=O)N1CCCCCC1 | -5 | -12 | -3 | 86 | 96 | 0 | 96 | -1 | -3 | -2 | 12
Cc1ccc(-c2csc(NC(=O)CSc3nc4ccccc4c(=O)n3CCCN(C)C)n2)cc1 | -5 | -3 | 0 | 102 | 100 | 2 | 99 | 0 | 1 | -1 | 12
O=C(Nc1ccc2c(c1)OCCO2)c1ccc(Br)o1 | -1 | -57 | 0 | 101 | 101 | 1 | 98 | 2 | 0 | -4 | 53
Cc1ccc(-n2c(Cn3nc(C(F)(F)F)cc3C)n[nH]c2=S)cc1 | -3 | -60 | -1 | 85 | 105 | -1 | 100 | -5 | 0 | -1 | 17
COc1ccc(C(=O)CSc2nnc(-c3cccnc3)n2Cc2ccco2)cc1 | -7 | 0 | 0 | 110 | 106 | -6 | 106 | 3 | -2 | -3 | 46
CCN1CCN(C(c2cc3cc4c(cc3[nH]c2=O)OCO4)c2nnnn2C(C)(C)CC)CC1 (stereo not drawn) | -10 | 8 | -4 | 100 | 101 | -10 | 105 | -3 | -10 | -20 | 24
CCCC(=O)Nc1ccc(NC(=S)NC(=O)c2cccs2)cc1 | -1 | -34 | 1 | 96 | 90 | -3 | 93 | 0 | -1 | -6 | 27
Nc1n[nH]c(N)c1N=Nc1ccc(Cl)cc1Cl | -6 | -18 | -2 | 72 | 46* | -5 | 53 | -4 | -4 | -1 | 10
Cc1ccccc1Nc1nnc(C)c(=O)[nH]1 | -8 | -11 | 0 | 100 | 103 | -8 | 100 | -3 | -2 | -12 | 32
CCCc1cc(C(N)=O)c(NC(=O)c2cc(C)on2)s1 | -14 | -45 | 0 | 96 | 99 | -9 | 98 | -1 | -2 | -3 | 11
O=S(=O)(NCCc1csc(-c2ccc(C(F)(F)F)cc2)n1)c1ccc2c(c1)OCCO2 | -6 | 3 | 0 | 103 | 100 | -11 | 101 | -4 | -3 | -10 | 26
C=CCN1CC(O)=C(c2nc3ccccc3[nH]2)C1=N | -2 | -40 | 0 | 101 | 107 | 0 | 106 | 4 | 2 | -3 | 14
CC1C=CC(C)C(C(=O)O)C1C(=O)O (stereo not drawn) | -3 | -2 | 2 | 102 | 103 | -7 | 99 | 0 | 0 | -8 | 27
CN1C(=O)CC(C(=O)O)SC1=Nc1cc(Cl)c(O)c(Cl)c1 (stereo not drawn) | -5 | -16 | 0 | 102 | 101 | -9 | 102 | 0 | -4 | -9 | 25
COc1cc(/C=N/NC(N)=O)c(Br)cc1OCC(=O)Nc1ccccc1C | -2 | -9 | -1 | 102 | 106 | -2 | 108 | 0 | -3 | -2 | 21
COc1ccc(-c2[nH]n(-c3ccc([N+](=O)[O-])cc3)c(=O)c2C=NCc2ccncc2)cc1 | -5 | 40 | -2 | 98 | 96 | -11 | 99 | -3 | -8 | -15 | 8
CCCC(=O)Nc1ccc2c(c1)nc1n2CCN(C2CCCCC2)C1 | -3 | -74 | 5 | 99 | 94 | 0 | 97 | 3 | 0 | 2 | 12
CCOC(=O)Cc1nn(CC)c(=O)c2ccccc12 | -5 | -18 | -4 | 97 | 92 | -6 | 96 | -4 | -6 | -9 | 13
CCO[C@H]1OC(C(=O)N2CCN(Cc3ccccc3)CC2)=C[C@@H](c2ccc(C(F)(F)F)cc2)[C@@H]1CCCO | -2 | 3 | 0 | 101 | 102 | -6 | 106 | 0 | -2 | -6 | 18
CCOC(=O)c1nn(-c2ccccc2C)c2nc(-c3ccc(C)cc3)c(C#N)c(=O)n12 | -4 | -21 | 1 | 102 | 105 | -10 | 98 | 0 | -15 | -12 | 35
Cc1ccc(NC(=S)NNC(=O)Nc2ccccc2)cc1 | -32 | -53 | -6 | 103 | 98 | -4 | 98 | -6 | -7 | 3 | 19
Cc1ccc(CC(=O)N(Cc2ccccc2)c2ccccn2)cc1 | 3 | -22 | 4 | 100 | 95 | -2 | 98 | -2 | 3 | 2 | 15
COc1cc(OC)cc(C(=O)Nn2cc(C(=O)Nc3ccccc3F)c3ccccc3c2=O)c1 | -5 | 5 | -4 | 77 | 87 | -2 | 87 | -3 | -4 | 0 | 15
CC(C)(C)C(=O)N1CCN(c2nc3ccccc3o2)CC1 | -3 | -9 | 1 | 103 | 97 | -2 | 101 | 0 | -1 | -3 | 21
COC(=O)c1ccc2c(c1)SC1=C(CCCC1=O)N2 | 0 | -22 | -3 | 98 | 98 | 0 | 96 | 0 | -3 | -1 | 15
Cc1c(C(C)C)c(=O)n(-c2ccc(S(=O)(=O)NC3CCCCC3)cc2)n1C | 3 | -36 | 0 | 99 | 94 | 6 | 97 | 2 | 3 | 0 | 11
Cc1ccc(-c2noc(CN3CCC(C(N)=O)CC3)n2)cc1 | -3 | -2 | -6 | 107 | 107 | -6 | 112 | -5 | -7 | -2 | 38
COc1ccc2cc(S(=O)(=O)N3CCOCC3)ccc2c1 | -1 | -8 | -4 | 98 | 101 | 1 | 103 | -1 | -9 | 0 | 16
CCOC(=O)c1oc2ccccc2c1NC(=O)COC | -4 | -6 | 0 | 102 | 99 | -1 | 99 | -2 | 0 | -6 | 23
O=C(OC(C(=O)Nc1ccc(Cl)cc1C(F)(F)F)c1ccccc1)c1c(Cl)cccc1Cl (stereo not drawn) | -10 | -6 | -6 | 102 | 95 | -2 | 101 | -3 | -6 | -4 | 10
COc1ccc(NC(=O)CSc2nnc(Cc3ccccc3)o2)c(OC)c1 | -1 | -10 | -3 | 87 | 87 | 2 | 82 | 0 | 0 | -1 | 8
COc1cc(S(=O)(=O)Nc2ccc(C(=O)NCC(=O)O)cc2)ccc1NC(C)=O | -2 | -6 | -1 | 102 | 99 | 1 | 101 | 0 | -2 | -7 | 9
Cc1ccc(NC(=O)C2CCN(S(=O)(=O)c3cnc[nH]3)CC2)nc1 | -5 | -10 | -1 | 102 | 103 | -7 | 103 | -2 | -3 | -18 | 23
Cc1ccc(C)c(S(=O)(=O)NC(C)C(=O)Nc2ccc(-c3nc4ccccc4s3)cc2)c1 (stereo not drawn) | 0 | -18 | 0 | 101 | 106 | -6 | 102 | -1 | 0 | -3 | 9
